High-throughput results: PubChem, National Center for Advancing Translational Sciences (NCATS)
POLB inh: qHTS Assay for Inhibitors of DNA Polymerase Beta; P06746; 1.3% of 340,000 active; Potency, µM (doses to about 114 µM), for the others: at the highest dose activity change, negative = inhibition, usual class: inhibitors; Pol beta primer extension/strand displacement, fluorescence kinetic; AID 485314, 2010; further: potency means the concentration at half of the fitted maximal effect; on the % scale 0 is the no-effect control and ±100 the full control effect
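Pol beta (10 nM) and compounds were preincubated 15 min at room temperature, then 50 nM substrate (final) started primer extension/strand displacement. Reads were taken at 0 and 10 min; concentration-response data were fitted to a four-parameter Hill equation.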
POLK inh: qHTS for Inhibitors of Polymerase Kappa; DNA polymerase kappa (Homo sapiens), Q9UBT6; purified Pol kappa, fluorescent DNA synthesis assay, 10 min; Potency, µM (series often up to 107 µM), for inactives: at the highest dose activity, negative = inhibition, most hits filed as inhibitors; 0.53% of 400,000 active; further: potency means the concentration at half of the fitted maximal effect; on the % scale 0 is the no-effect control and ±100 the full control effect
Target sequence (Q9UBT6 whole entry, looked up): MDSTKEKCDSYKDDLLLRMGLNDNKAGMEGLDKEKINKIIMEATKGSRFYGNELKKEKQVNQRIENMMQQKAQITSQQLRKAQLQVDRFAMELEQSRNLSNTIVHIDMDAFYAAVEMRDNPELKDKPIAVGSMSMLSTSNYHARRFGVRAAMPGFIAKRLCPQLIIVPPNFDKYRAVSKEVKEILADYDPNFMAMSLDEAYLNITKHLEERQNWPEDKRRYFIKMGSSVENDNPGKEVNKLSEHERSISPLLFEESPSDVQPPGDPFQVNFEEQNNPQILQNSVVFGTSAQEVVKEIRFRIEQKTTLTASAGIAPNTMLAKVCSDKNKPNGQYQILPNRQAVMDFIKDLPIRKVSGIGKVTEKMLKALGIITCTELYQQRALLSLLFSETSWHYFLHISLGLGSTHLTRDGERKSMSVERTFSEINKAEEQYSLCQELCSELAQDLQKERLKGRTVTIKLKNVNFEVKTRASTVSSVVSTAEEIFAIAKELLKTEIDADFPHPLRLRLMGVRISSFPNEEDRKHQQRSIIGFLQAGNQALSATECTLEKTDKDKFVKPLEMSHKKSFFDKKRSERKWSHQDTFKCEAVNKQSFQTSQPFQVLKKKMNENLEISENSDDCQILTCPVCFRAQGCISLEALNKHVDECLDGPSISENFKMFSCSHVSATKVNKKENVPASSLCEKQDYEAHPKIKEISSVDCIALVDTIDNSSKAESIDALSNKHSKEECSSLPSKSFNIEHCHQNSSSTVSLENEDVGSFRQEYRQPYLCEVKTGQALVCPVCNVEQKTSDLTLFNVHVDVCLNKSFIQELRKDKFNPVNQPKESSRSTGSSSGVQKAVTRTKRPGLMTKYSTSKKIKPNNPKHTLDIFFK
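Kinetic fluorescence readout at 0 and 10 min followed reaction start with substrate at 50 nM final. Beforehand, enzyme (10 nM Pol kappa) stood 15 min with compound at room temperature; buffer-only wells were negative controls.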
RGS4 inhibitor: Inhibitors of Regulator of G Protein Signaling (RGS) 4: qHTS; Regulator of G-protein signaling 4 (Homo sapiens), P49798; AID 504845, 2011; Potency, µM (series often up to 114 µM), inactives show top-dose activity change, negative = inhibition, hits mostly inhibitors; 0.039% of 390,000 active; Transcreener GDP fluorescence polarization, RGS4-accelerated GTP hydrolysis; further: potency means the concentration at half of the fitted maximal effect; on the % scale 0 is the no-effect control and ±100 the full control effect; nearly all actives have a fitted effect of over 75% in size; some results filed as inactive show a strong effect at the top dose
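MLSMR compounds (23 nl, pin-transferred) preincubated 10 min at room temperature with a 500nM (2x) first reagent, then RGS4 at 900nM (2x) plus Transcreener GDP mix added; fluorescence polarization (620/688 nm) read before and after 90 min at 30 °C.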
Apoferritin bind: qHTS Assay for Identification of Novel General Anesthetics; Ferritin light chain (Equus caballus), P02791; 0.074% of 350,000 active; Potency, µM (doses to about 77.5 µM), for inactives: at the highest dose activity change, negative = displacement, hits mostly inhibitors; apoferritin/1-aminoanthracene competitive binding, fluorescence; further: potency means the concentration at half of the fitted maximal effect; on the % scale 0 is the no-effect control and ±100 the full control effect; nearly all actives have a fitted effect of over 20% in size
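Concentration-response curves derived by four-parameter Hill fitting of normalized fluorescence, where compounds displaced 1-AMA from 10 uM horse apoferritin following a brief 10 min room-temperature incubation; propofol titration acted as positive control.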
POLH inh: qHTS for Inhibitors of Polymerase Eta; DNA polymerase eta (Homo sapiens), Q9Y253; recombinant Pol eta, fluorescent DNA replication assay; Potency, µM (highest dose often 114 µM), without a hit: at the top dose activity change, negative = inhibition, usual class: inhibitors; 1.2% of 390,000 active; further: potency means the concentration at half of the fitted maximal effect; on the % scale 0 is the no-effect control and ±100 the full control effect
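Pol eta (10 nM) was preincubated with compounds for 15 min at room temperature, after which fluorescent replication substrate (50 nM final) was added to start the reaction. Fluorescence was read kinetically at 0 and 10 min.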
APEX1 inh: qHTS Assay for Inhibitors of the Human Apurinic/apyrimidinic Endonuclease 1 (APE1). DNA repair nuclease/redox regulator APEX1 (Homo sapiens), P27695. recombinant APE1, TAMRA/BHQ-2 abasic DNA cleavage fluorescence. Potency, µM (series often up to 65.8 µM), without a hit: at the highest dose activity change, negative = inhibition, usual class: inhibitors. 0.35% of 350,000 active. AID 2517, 2012;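 further: potency means the concentration at half of the fitted maximal effect; plate controls were vehicle for no effect and reference inhibitor for full effect; nearly all actives have a fitted effect of over 55% in size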
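Substrate: short duplex with […] THF abasic site, 5'-TAMRA and 3'-BHQ-2, 50 nM final. APE1 at 0.75 nM, preincubated 15 min RT with compound. Fluorescence increase from first to third read measured activity.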
ERG-DNA inh: qHTS for Small Molecule Inhibitors of the ERG Ets/DNA interaction. Transcriptional regulator ERG (Homo sapiens), P11308. fluorescence polarization, His-ERG Ets domain / labelled DNA. Potency, µM (highest dose often 76.9 µM), inactives show at the highest dose FP activity, negative = inhibition, actives largely listed as inhibitors. 0.028% of 370,000 active. AID 624246, 2012; active means well fitted inhibition curve with a large enough effect in the polarisation, with a control signal flat; inconclusive means small, poorly fitted or top-dose-only effect, or effect the other way, or a change in a side signal; inactive means no such curve, though single readings can be large or run the other way; the % refers to the polarisation;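 further: polarization taken with two DNA probes labelled with fluorescein and Texas red; potency means the concentration at half of the fitted maximal effect; % of control where 0% means no effect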
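His-tagged ERG Ets domain (1 uM in the protein solution; 300mM KCl, 50mM Tris-HCl, 1mM EDTA, 1mM DTT, pH 7.5) received compound, then a probe mix of 5 nM fluorescein-DNA and 100nM Texas-615-DNA. Fluorescence polarization was read for both dyes.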
ALOX12 inh: Primary qHTS assay for inhibitors of human arachidonate 12S-lipoxygenase (ALOX12): Round 2. AID 1671190, 2021. purified 12hLO, xylenol orange hydroperoxide absorbance. 1.1% of 580,000 active. Potency, µM (doses to about 108 µM), inactives show at the highest dose activity change, negative = inhibition, most hits filed as inhibitors; further: potency means the concentration at half of the fitted maximal effect; on the % scale 0 is the no-effect control and ±100 the full control effect
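Hydroperoxide product was detected by ferrous iron/xylenol orange as the 573 to 405 nm absorbance ratio. Arachidonic acid at 40 uM (final) was turned over for 30 min at room temperature by 150 nM human 12hLO, pH 7.0 Hepes buffer, after 15 min compound preincubation.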
LDHA block: qHTS assay for inhibitors of human lactate dehydrogenase. purified LDHA, NADH/diaphorase-resazurin fluorescence; stronger effect = lower value. activity change, % (values are at about 110 or 230 µM). 0.15% of 480,000 active; in the data active means activity change below about -30%; inconclusive means mostly about -25% to -30%;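 further: plate controls were DMSO wells for no effect and wells without enzyme for full effect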
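Human LDH5 (2 nM) was incubated with 0.06 mM NADH and 0.2 mM pyruvate for 5 min at room temperature in Tris pH 7.4. Remaining NADH was coupled through diaphorase/resazurin, and resorufin fluorescence was read at 0 and 20 min.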
* = called active by the depositor; i = inactive; u = inconclusive; x = not tested or not shown; & = joins results of further samples; [ ] = remark or other dose. Unless noted, the call rests on the fitted dose curve; in most records, active means well fitted curve in the direction sought with a large enough effect; inconclusive means small, poorly fitted or top-dose-only effect, or another doubt; inactive means no such curve, though single readings can be large; an effect the other way counts as inactive or inconclusive.

| Structure | POLB inh | POLK inh | RGS4 inhibitor | Apoferritin bind | POLH inh | APEX1 inh | ERG-DNA inh | ALOX12 inh | LDHA block |
| --- | --- | --- | --- | --- | --- | --- | --- | --- | --- |
| COc1ccc(OC)c(CNC(=O)c2nn(-c3ccc(OC)c(Cl)c3)c(=O)c3c2c2ccccc2n3C)c1 | 29% | 5% | -16% | 2% | -8% | x | -4% | -8% | -7 |
| CS(=O)(=O)N1CCC(C(=O)Nc2ccccc2F)CC1 | 9% | -1% | 8% | 2% | -14% | 0% | -9% | -15% | 0 |
| COc1ccc(C(CC(=O)NCc2ccccc2)N2Cc3ccccc3C2=O)cc1 (centres undefined) | 4% | 5% | -21% | -3% | -14% | x | -3% | u | 0 |
| CC(=O)NC(Cc1cccc(C)c1)C(=O)NC1CCN(c2ncccc2[N+](=O)[O-])CC1 (centres undefined) | 2%[57.1 µM] | -11% | 12% | 3% | -21% | 2% | -3% | -5% | 0 |
| CC1(NC(=O)Cc2c(Cl)cccc2Cl)CCS(=O)(=O)C1 (centres undefined) | x | -1% | 14% | x | -18% | 2% | -1% | 305%[activator] | 0 |
| CC(OC(=O)CCC(=O)c1cccs1)C(=O)NC1CCCCC1C (centres undefined) | x | -10% | 8% | x | 0% | 2% | 3% | 0% | -2 |
| Cc1ccccc1NS(=O)(=O)c1ccc2[nH]cc(C(=O)N(C)Cc3ccco3)c(=O)c2c1 | 20µM* | u | -18% | -12% | 8.9µM* | 35µM* | 6% | x | 3 |
| O=C(COc1ccc(Br)cc1)N1CCNC1=O | 38% | -9% | -6% | -9% | -14% | -6% | -2% | -29% | -4 |
| Cc1cccc(N2CCN(C(=O)c3ccc4c(c3)NC(=O)C(CSCc3cccc(F)c3)N4)CC2C)c1 (centres undefined) | -11% | -1% | u | u | -3% | -6% | 21% | 22µM* | -1 |
| CC(C)(C)[C@H]1C=C(C(=O)NCc2ccccc2)O[C@@H](OCCCCO)C1 | x | -3% | -15% | x | -1% | x | -8% | -9% | 13 |
| CC(=O)c1cccc(NC(=O)c2c(-c3ccccc3)c(-c3ccccc3)nn(C)c2=O)c1 | 2% | -7% | -13% | u | -21% | x | 0% | u | -2 |
| CC(NC(=O)Cn1ncc2c3ccccc3n(Cc3ccc(F)cc3)c2c1=O)c1ccccc1 (centres undefined) | 2% | -20% | -1% | 6% | -2% | x | 0% | 1% | -9 |
| COc1ccc(/C=C/C(=O)Nc2cccc(C(C)=O)c2)cc1 | 16% | 3% | -20% | -3% | -20% | 7% | 3% | -4% | -9 |
| O=C(NC1CCCC1)c1ccc(Cl)c(S(=O)(=O)N2CCCCC2)c1 | 1% | -13% | 24% | -7% | -3% | 23% | 6% | -8% | -9 |
| CCN(CC)c1ccc(NC(=O)COC(=O)c2ccc3ccccc3n2)cc1 | 5% | 1% | -35% | u | 1% | u | -20% | u | -1 |
| COc1ccc(S(=O)(=O)N2CCOCC2)cc1NC(=O)CSc1nnc(NC2CC2)s1 | x | -19% | -11% | x | -17% | -6% | -3% | -20% | -1 |
| O=C(CCCc1nc2ccccc2s1)NNC(=O)CCN1CCN(Cc2ccccc2)CC1 | -1% | 8% | 20% | -13% | 1% | 7% | -6% | 7% | -8 |
| Cc1cccc(C)c1C(=NCCN(C)C)c1ccccc1 | x | -11% | -30% | x | -12% | x | 10% | u | -11 |
| CC(C)c1ccccc1NC(=O)CN1C(=O)c2ccccc2C1=O | 6% | 9% | -21%[56.9 µM] | -8% | -12% | 25% | 2% | 69%[activator] | -8 |
| O=C(NCc1ccccc1)c1ccc(CSc2ccccc2)o1 | 12% | -5% | 17% | -19% | -14% | -3% | -10% | -9% | -15 |
| COc1cc(CNC(=O)C2CC2)ccc1OCc1ccccc1 | 9% | -1% | 22% | 8% | 1% | 20% | 0% | 1% | -10 |
| O=C(CN1C(=O)NC2(CCCc3ccccc32)C1=O)NCc1ccco1 (centres undefined) | 46% | 6% | 7% | -7% | -7% | -2% | -2% | 31%[activator] | -8 |
| CC1CCC(NC(=O)CCNS(=O)(=O)c2ccccc2)CC1 (centres undefined) | 24% | 2% | 14% | -22% | 7% | 1% | 4% | 8% | 0 |
| O=C(CN1C(=O)c2cccc3cccc1c23)Nc1ccccc1 | 0% | -4% | -17% | -2% | 50µM* | -2% | -4% | -23% | 1 |
| Nc1cccc(-c2cn3ccsc3n2)c1 | 2% | -8%[60.1 µM] | 5% | -9% | -17% | x | -3% | -8% | -4 |
| CCCn1c(C)cc(/C=C(\C#N)C(=O)OCC(=O)Nc2cc(OC)c(OC)c(OC)c2)c1C | 17% | -8% | -4% | 2% | u | 2% | -4% | u | 2 |
| COc1cccc(CNS(=O)(=O)c2cc3c(cc2C)NC(=O)CO3)c1 | -15% | -2% | 5% | -19% | -16% | 4% | -1% | -1% | 1 |
| Nc1nc(SCC(=O)O)[nH]c(=O)c1NC(=O)c1ccco1 | -2% | -1% | -25% | 0% | -8% | -6% | 1% | u | -7 |
| COC(=O)C(CCSC)NC(=O)C12CC3CC(CC(C3)C1)C2 (centres undefined) | -3% | -2% | 2% | -8% | 1% | 2% | x | -7% | 2 |
| Cc1cccc(C)c1NC(=O)Cn1nc(C)c2sc3ccccc3c2c1=O | 4% | -10% | 7% | -11% | -15% | x | -4% | -24% | -5 |
| Cc1cc(C)c(S(=O)(=O)c2cc(F)ccc2C)c(Cl)n1 | -1% | -2% | 17% | -7% | 0% | 22% | -15% | -9% | -4 |
| CC[C@@H]1C(c2cccc(C)c2)=NN(c2ccccc2)[C@H]1C(=O)N1CCOC1=O | x | -1% | -7% | 414%[activator][110 µM] | -20% | -16%&-5% | -1% | u | -1 |
| Cc1onc(-c2ccccc2)c1C(=O)N/N=C/c1ccc(O)c([N+](=O)[O-])c1 | 9% | -15% | 20% | -8% | -17% | 37%[activator] | 3% | i | -10 |
| O=C(O)CCC(=O)Nc1ccc(N=Nc2ccccc2)cc1 | 78% | 1% | 17% | -19% | -14% | 0% | -6% | x | -11 |
| CCc1ccc(C(C)NC(=O)Cn2cnc3c(=O)n(C)c(=O)n(C)c32)cc1 (centres undefined) | 4% | -9% | 17% | -5% | -1% | 6% | -10% | -14% | -6 |
| CC(=O)N1N=C(c2c(-c3ccccc3)c3cc(C)ccc3[nH]c2=O)CC1c1ccco1 (centres undefined) | 1% | -10% | -39% | -7% | -14% | 3% | 5% | -4% | 0 |
| CCCC(=O)Nc1ccc(Cl)c(NC(=O)c2cccnc2Cl)c1 | 11% | -11% | 2% | -8% | -1% | -2% | 5% | 8% | 3 |
| Cc1ccc(O)c(NC(=O)C2CC(c3cccc(Br)c3)=NO2)c1 (centres undefined) | 2% | -10% | -21%[56.9 µM] | u | -19% | 47%[activator] | -1% | 30%[activator] | -3 |
| COCCC(=O)N1CCC(Oc2ccc(C(=O)NCc3ccon3)cc2)CC1 | 12% | 0% | -14% | -2% | -9% | 4% | -1% | -33% | -6 |

A portion of the library (hit frequency here may not be typical).
